inhibitors of VEEV: inhibitors of VEEV TC-83 cytopathic effect, confirmation, Vero cells (AID 588727) | inhibition, % at 20 µM, or IC50 in µM where a hit was titrated | 350,000 tested, 0.13% active | Vero cells, VEEV TC-83 cytopathic effect inhibition; higher % means a stronger effect; in the data active means a potency from the dose series; inconclusive means inhibition mostly from about 14% at the one dose, without a potency; inactive means the rest, 99 in 100 with inhibition below about 12%; further: strong numbers were not always called active
influenza NS1A: NS1A inhibition, H1N1 influenza, cell based functional assay (AID 504329). NS1A functional cell-based assay, percent inhibition; higher % means a stronger effect. 340,000 tested, 0.3% active. one-dose inhibition, % at 12.5 µM; IC50 in µM for titrated hits; in the data active means a potency from the dose series; inconclusive means inhibition above about 27% without an active follow-up result; further: strong numbers were not always called active
H37Rv inhibition: M. tuberculosis growth inhibition, HTS (AID 449762); M. tuberculosis H37Rv growth inhibition, 7H9 media; higher % means a stronger effect; inhibition, % at 25 µM, or IC50 in µM where a hit was titrated; 330,000 tested, 0.59% active; in the data active means a potency from the dose series; inconclusive means inhibition above about 70% without an active follow-up result;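 further: bacterial growth assessed after seven days of incubation; strong numbers were not always called active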
M. tuberculosis: growth inhibition of non-replicating M. tuberculosis (AID 488890) | Mycobacterium tuberculosis non-replicating, growth inhibition; higher % means a stronger effect | inhibition, % at 25 µM; hits with a dose series show IC50 in µM | 320,000 tested, 0.39% active; in the data active means a potency from the dose series; inconclusive means inhibition mostly from about 82% at the one dose, without a potency; inactive means the rest, 99 in 100 with inhibition below about 76%;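 further: plate controls were DMSO cells for no effect and high antibiotic wells for full effect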
Salmonella PhoP GFP: Inhibition of PhoP regulon, Salmonella typhi GFP reporter cells, confirmation, 4 h (AID 1850). inhibition, % at 50 µM, or IC50 in µM where a hit was titrated. 310,000 tested, 0.33% active. Salmonella Typhi PhoP-promoter GFP reporter, fluorescence, 4 h; higher % means a stronger effect; in the data active means a potency from the dose series; inconclusive means inhibition mostly from about 25% at the one dose, without a potency; inactive means the rest, 99 in 100 with inhibition below about 19%;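 further: 0% = induced wells with vehicle and 100% = uninduced wells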
inhibitors of VEEV 10K pilot screen: also measured in inhibitors of VEEV; calls as there; inhibition, %; measured here: 10K pilot screen inhibition
Numbers without * were called inactive; i = inactive; ? = inconclusive; . = no result given.

SMILES	inhibitors of VEEV	influenza NS1A	H37Rv inhibition	M. tuberculosis	Salmonella PhoP GFP	others
Cc1noc(C)c1S(=O)(=O)N1CCCC(C(=O)NC2CCCCC2)C1 (stereo unspecified)	0.4%	-2%	-5%	-11%	-2%
COc1cccc(COC(=O)C2CCN(C(=O)c3ccc(F)cc3)CC2)c1OC	6.0%	-4%	0%	12%	-2%
CCCc1nnc(NC(=O)CCC(=O)N2CCN(c3ccccc3)CC2)s1	1.1%	1%	-2%	13%	3%
COCCNC(=O)Cn1cnc2ccc(S(=O)(=O)N3CCC(C)CC3)cc2c1=O	0.8%	3%	0%	9%	4%
C=CCC(NCc1ccccc1)c1ccc(C)o1 (stereo unspecified)	0.3%	-2%	-4%	-8%	-14%
Cc1c(C(=O)NC(=S)Nc2ccc3c4c(cccc24)CC3)cccc1[N+](=O)[O-]	2.8%	-1%	3%	-7%	-9%
O=C(Nc1cccc(C(=O)Nc2cccc(C(F)(F)F)c2)c1)c1ccc(=O)[nH]c1	2.4%	-5%	2%	3%	5%
O=C(N/N=C/c1ccc(O)c([N+](=O)[O-])c1)C(O)(c1ccccc1)c1ccccc1	0.8%	-2%	1%	49%	5%
O=C1CCC(=O)N1c1ccc(CSc2nnnn2C2CCCCC2)cc1	1.4%	8%	-1%	0%	-10%
C[C@H](NC(=O)c1ccc(Cl)c(S(=O)(=O)N2CCOCC2)c1)c1nc2ccccc2[nH]1	0.9%	-4%	0%	31%	.
CCOC(=O)N1CCN(S(=O)(=O)c2ccc(C(=O)Nc3nnc(CSC)o3)cc2)CC1	0.4%	-2%	-3%	0%	-31%
CC(=O)c1c(C(C)=O)c(C)n(NC(=O)c2cccnc2)c1C	0.7%	3%	6%	4%	16%
Cc1ccc(/C=N/NC(=O)c2c(-c3ccccc3)noc2C)o1	0.1%	0%	-1%	-18%	-5%
Cc1ccc(S(=O)(=O)N(C)c2ccc(OCC(=O)O)cc2)cc1	i	-16%	-11%	-6%	8%
Cc1nc(-c2ccccc2)sc1-c1nc(-c2cccnc2)ncc1S(=O)(=O)c1ccccc1	i	1%	-3%	12%	-3%
COc1ccc(NC(=O)NC2(C(=O)N3CCN4CCCC4C3)CCCCC2)cc1 (stereo unspecified)	2.5%	-2%	-3%	-7%	-4%
CC1CN1P(=S)(c1ccccc1)N1CC1C (stereo unspecified)	1.0%	1%	.	.	.
CC(=O)Nc1ccc(NC(=O)C(C)OC(=O)C2(c3ccc(Cl)cc3)CCCC2)cc1 (stereo unspecified)	1.7%	-4%	-8%	6%	11%
CN(C)S(=O)(=O)c1cccc(NC(=S)Nc2cc(Cl)cc(Cl)c2)c1	1.9%	0%	?	?	-2%
O=[N+]([O-])c1cccc(/C=N/Nc2nc(NCc3ccccc3)nc(N3CCOCC3)n2)c1O	12µM*	6.2µM*	?	?	7%
CCCOc1c(Br)cc(C(=O)OCc2cc(=O)n3ccsc3n2)cc1OC	7.9%	-18%	.	.	.
CCOC(=O)C1=C(COC(=O)COc2cccc(C)c2C)NC(=O)NC1C (stereo unspecified)	0.2%	-16%	-16%	-14%	.
CCc1ccc(CN(C)C(=O)CCc2nnc(COc3ccccc3)o2)cc1	i	-14%	8%	73%	-8%
Cc1ccc(C)n1-n1c(C)nc2scc(-c3cccs3)c2c1=O	5.7%	-12%	2%	27%	-13%
CCCN(CCC)CC(O)CN1C(=O)N(CN2C(=O)N(CC(O)CN(CCC)CCC)C(=O)C2(C)C)C(C)(C)C1=O (stereo unspecified)	i	-4%	-4%	-7%	-3%
Cc1cccc(NC(=O)N2CCC(NC(=O)C3CCCCC3)CC2)c1	0.8%	7%	3%	-6%	9%
COc1ccc(NC(=O)C2CC(c3ccc(OC)c(OC)c3)=NO2)cc1OC (stereo unspecified)	2.4%	3%	-5%	-1%	-9%
Cc1ccccc1C(=O)NC1CCN(Cc2nnnn2C(C)(C)C)CC1	0.4%	0%	1%	-3%	-16%
C#CCOCCOCCOCCNc1nc(N2CCN(C(=O)Cn3cc(CCCN=C(N)N)nn3)CC2)nc(N2CCN(C(=O)[C@H](C(C)C)n3cc(CCO)nn3)CC2)n1	0.2%	8%	-5%	-29%	-3%	inhibitors of VEEV 10K pilot screen=0.7
C/C=C/C(=O)N1CC2(CC(c3cccc(NC(=O)/C(C)=C/C)c3)=NO2)C[C@H]1C(N)=O (stereo partly specified)	i	9%	-1%	8%	5%
O=C(NC12CCC(O)C(SC1)/C2=N/O)c1ccccc1 (stereo unspecified)	1.7%	-8%	1%	0%	12%
O=C(COC(=O)c1ccccc1-n1cnnn1)c1ccc(Br)cc1	3.2%	-2%	-4%	56%	4%
Cc1ccc(C)c(NC(=O)CN(C)C(=O)/C=C/c2ccco2)c1	0.3%	-10%	6%	18%	-2%
CC1(C)Cc2nc(-c3ccccc3)nc(SCC(O)CO)c2CO1 (stereo unspecified)	2.8%	.	-1%	-1%	-2%
COc1cc(OC)c(C2C(C#N)=C(N)OC3=C2C(=O)CC(C)C3)cc1OC (stereo unspecified)	i	-6%	-1%	8%	1%
Cc1ccn2c(=O)nc(SCC(=O)NCc3ccc4c(c3)OCO4)nc2c1	0.3%	-5%	1%	-3%	7%
CC1=NN(c2ccccc2)C(=O)/C1=C/c1ccc(-c2ccc(C)c(C(=O)O)c2)o1	0.1%	.	5%	22%	4%
Cc1cc2cc(CCNC(=O)CC(C)(C)C)c(=O)[nH]c2cc1C	11%	-5%	-12%	.	.
COc1cc(C(=O)Nc2nccs2)c(Br)c(OC)c1OC	8.1%	2%	-4%	10%	3%
COc1ccc(S(=O)(=O)N2CCN(S(=O)(=O)c3ccc4c(c3)OCCO4)CC2)cc1C	1.0%	4%	.	.	.
N#C/C=C/C#N	8.3%	-21%	-3%	-3%	.
CC1CCN(CCc2nc3cc(NC(=O)Nc4ccccc4)ccc3n2C)CC1	2.6%	2%	-5%	54%	7%
Cc1cc(C)c(-c2cc(C)nc3ncnn23)c(C)c1	0.6%	2%	-1%	-4%	3%
O=C1c2cccc3cccc(c23)C(=O)N1c1ccccn1	0.5%	4%	-6%	-12%	1%
Cc1ccc(-c2nn(-c3ccccc3)cc2CN(C)C(=O)CCC(=O)O)cc1C	0.9%	-11%	-2%	0%	-10%
O=C(NCCCn1ccnc1)C1CC2CCC1C2 (stereo unspecified)	i	6%	5%	0%	-5%
O=C(Nc1cc(Cl)ccc1N1CCOCC1)c1ccc2c(c1)OCCO2	8.8%	9%	12%	36%	-1%
COc1cccc2sc(=NC(=O)CCS(=O)(=O)c3ccc(C)cc3)n(C)c12	0.1%	2%	-5%	1%	-3%
O=C(CN1CCN(c2nc(-c3ccc(Cl)cc3)cs2)CC1)NCc1ccco1	i	24%	?	67%	-20%
C/C(=N/Nc1nc(-c2ccccc2)c(CC(=O)O)s1)c1ccccc1	?	-5%	.	.	.
N#CCSc1nc2ccccc2c(=O)n1C1CCCCC1	1.2%	-8%	10%	2%	-19%
Cc1cccc2cc(CN(Cc3cccnc3)C(=O)c3ccncc3)c(=O)[nH]c12	3.2%	-9%	3%	-1%	-4%
NC(=O)C1=C[C@@H](c2csc3ccccc23)C[C@@H](OCCCCO)O1	3.0%	-11%	2%	12%	13%
CCOc1ccc(CNC(=O)c2ccc(Sc3ccc(C)cc3)c(NC(C)=O)c2)cc1	i	1%	-4%	17%	0%
O=C(O)c1cc2nccc(-c3ccco3)n2n1	0.6%	-23%	5%	4%	6%
O=C(Nc1cccc(Cl)c1)C1C2CCC3C(CCC21)C3(Cl)Cl (stereo unspecified)	11%	-14%	7%	66%	-4%
Cc1cc(C)c(C(=O)N2CCC(N3CCC(C(=O)NC(C)C)CC3)CC2)o1	i	3%	0%	1%	2%
CC(=O)c1cccc(NC(=O)NC2CCCc3ccccc32)c1 (stereo unspecified)	1.0%	-13%	3%	20%	7%
CCCOc1ccc(-c2nc(OCC)c3ccccc3n2)cc1	0.2%	-12%	2%	4%	-7%
COCCn1c(-c2ccccc2)cnc1N	1.1%	13%	-1%	23%	-3%
More structures.
SMILES	inhibitors of VEEV	influenza NS1A	H37Rv inhibition	M. tuberculosis	Salmonella PhoP GFP	others
CCCCN1C(=O)C(=O)N(CC(=O)c2cc(C)n(-c3cc(C)on3)c2C)C1=O	1.0%	-2%	-5%	29%	.
CCOn1c(=O)c(=O)n(O)c2ccccc21	1.5%	-7%	2%	11%	0%
CC(=O)Nc1ccccc1NC(=O)C/C(C)=N/NC(=O)Cc1cccc2ccccc12	i	15%	-3%	0%	-16%
O=C(NNC(=O)c1ccccc1F)c1ccc(-n2cncn2)c([N+](=O)[O-])c1	i	-8%	-1%	-3%	5%
Cc1cccc(CCN=C(N)NS(=O)(=O)c2ccccc2)c1	2.7%	-1%	6%	8%	-33%
CS(=O)(=O)n1nc(-c2ccc(Cl)cc2)nc1N	0.7%	-8%	-3%	-21%	7%	inhibitors of VEEV 10K pilot screen=1.1
CCC(C)N(CC(=O)Nc1cccc(C)c1C)C(=O)CCl (stereo unspecified)	?	-9%	?	68%	2%

3 entries picked at random from the list so far, as already listed:
SMILES	inhibitors of VEEV	influenza NS1A	H37Rv inhibition	M. tuberculosis	Salmonella PhoP GFP	others
CC(=O)Nc1ccccc1NC(=O)C/C(C)=N/NC(=O)Cc1cccc2ccccc12	i	15%	-3%	0%	-16%
Cc1cccc(CCN=C(N)NS(=O)(=O)c2ccccc2)c1	2.7%	-1%	6%	8%	-33%
CCOn1c(=O)c(=O)n(O)c2ccccc21	1.5%	-7%	2%	11%	0%

In the list so far, 14 have a halogen.
SMILES	inhibitors of VEEV	influenza NS1A	H37Rv inhibition	M. tuberculosis	Salmonella PhoP GFP	others
COc1cccc(COC(=O)C2CCN(C(=O)c3ccc(F)cc3)CC2)c1OC	6.0%	-4%	0%	12%	-2%
O=C(Nc1cccc(C(=O)Nc2cccc(C(F)(F)F)c2)c1)c1ccc(=O)[nH]c1	2.4%	-5%	2%	3%	5%
C[C@H](NC(=O)c1ccc(Cl)c(S(=O)(=O)N2CCOCC2)c1)c1nc2ccccc2[nH]1	0.9%	-4%	0%	31%	.
CC(=O)Nc1ccc(NC(=O)C(C)OC(=O)C2(c3ccc(Cl)cc3)CCCC2)cc1 (stereo unspecified)	1.7%	-4%	-8%	6%	11%
CN(C)S(=O)(=O)c1cccc(NC(=S)Nc2cc(Cl)cc(Cl)c2)c1	1.9%	0%	?	?	-2%
CCCOc1c(Br)cc(C(=O)OCc2cc(=O)n3ccsc3n2)cc1OC	7.9%	-18%	.	.	.
O=C(COC(=O)c1ccccc1-n1cnnn1)c1ccc(Br)cc1	3.2%	-2%	-4%	56%	4%
COc1cc(C(=O)Nc2nccs2)c(Br)c(OC)c1OC	8.1%	2%	-4%	10%	3%
O=C(Nc1cc(Cl)ccc1N1CCOCC1)c1ccc2c(c1)OCCO2	8.8%	9%	12%	36%	-1%
O=C(CN1CCN(c2nc(-c3ccc(Cl)cc3)cs2)CC1)NCc1ccco1	i	24%	?	67%	-20%
O=C(Nc1cccc(Cl)c1)C1C2CCC3C(CCC21)C3(Cl)Cl (stereo unspecified)	11%	-14%	7%	66%	-4%
O=C(NNC(=O)c1ccccc1F)c1ccc(-n2cncn2)c([N+](=O)[O-])c1	i	-8%	-1%	-3%	5%
CS(=O)(=O)n1nc(-c2ccc(Cl)cc2)nc1N	0.7%	-8%	-3%	-21%	7%	inhibitors of VEEV 10K pilot screen=1.1
CCC(C)N(CC(=O)Nc1cccc(C)c1C)C(=O)CCl (stereo unspecified)	?	-9%	?	68%	2%

Source: PubChem BioAssay
